Scp1 inh – Scp-1 phosphatase inhibitors, primary screen, biochemical, colorimetric, uHTS; Recombinant Scp1, phosphopeptide, malachite green phosphate absorbance; AID 493091, 2011; inhibition, % at 20 µM; 340,000 compounds, 0.88% hits;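 active = inhibition above about 50% at 20 µM, limit read from the data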;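 note: plate controls were DMSO wells with enzyme for no effect and wells lacking enzyme for full effect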
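Incubation: 45 min enzyme reaction at room temperature / System: truncated SCP-1 phosphatase (76-261aa) / Reagent: Phospho 17-mer peptide substrate / Buffer or medium: Acidic Tris acetate buffer with magnesium and detergent / Signal: absorbance at 630 nm / Doses: one concentration, 20 µM, with 1.0% DMSO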
DNMT1 inh – human DNMT1 methyltransferase inhibitors, primary screen, biochemical, molecular beacon, fluorescence, HinP1I cleavage, uHTS; DNA (cytosine-5)-methyltransferase 1 (Homo sapiens), P26358; inhibition (reported as % activation of signal), % at 10 µM; 360,000 compounds, 0.83% hits; in the data active = inhibition above about 50%
Neddylation inh – inhibitors of cullin neddylation, primary screen, biochemical, TR-FRET, uHTS, NAE and Ubc12; NEDD8-conjugating enzyme Ubc12 (Homo sapiens) + NEDD8-activating enzyme E1 regulatory …; calls only at 25 µM; 360,000 compounds, 0.58% hits; AID 651699, 2012; in the data active = inhibition above about 36%
Target sequence (P61081 whole entry, looked up): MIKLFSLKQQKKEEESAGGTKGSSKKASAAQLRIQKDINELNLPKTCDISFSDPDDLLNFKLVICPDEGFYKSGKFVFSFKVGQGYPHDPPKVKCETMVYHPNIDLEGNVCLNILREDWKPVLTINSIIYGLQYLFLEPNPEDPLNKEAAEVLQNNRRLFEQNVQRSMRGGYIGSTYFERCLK
Target sequence (Q13564 whole entry, looked up): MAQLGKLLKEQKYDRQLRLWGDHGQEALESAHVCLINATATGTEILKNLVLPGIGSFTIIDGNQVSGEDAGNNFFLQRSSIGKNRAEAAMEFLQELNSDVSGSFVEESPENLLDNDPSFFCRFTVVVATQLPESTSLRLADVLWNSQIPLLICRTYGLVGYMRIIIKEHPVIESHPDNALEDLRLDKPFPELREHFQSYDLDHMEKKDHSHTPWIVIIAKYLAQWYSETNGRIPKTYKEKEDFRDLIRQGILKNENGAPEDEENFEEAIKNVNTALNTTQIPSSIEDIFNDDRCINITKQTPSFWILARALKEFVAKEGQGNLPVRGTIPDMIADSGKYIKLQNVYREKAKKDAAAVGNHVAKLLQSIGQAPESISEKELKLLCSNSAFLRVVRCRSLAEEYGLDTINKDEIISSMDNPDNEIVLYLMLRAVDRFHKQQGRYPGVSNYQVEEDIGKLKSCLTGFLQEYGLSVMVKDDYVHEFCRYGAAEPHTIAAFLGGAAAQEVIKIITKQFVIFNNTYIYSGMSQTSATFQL
Rin1-Abl PPI inh – inhibitors of Rin1-Abl protein binding, primary screen, biochemical, TR-FRET. inhibition, % at 7.35 µM. 360,000 compounds, 0.4% hits. Tyrosine-protein kinase ABL1 (Homo sapiens) + Ras and Rab interactor 1 (Homo sapiens), …; in the data active = inhibition above about 5%, passing the limit was not always enough
Rpn11 block – Rpn11 (PSMD14) deubiquitinase inhibitors, primary screen, biochemical, fluorescence polarization, uHTS; 360,000 compounds, 0.59% hits; 26S proteasome non-ATPase regulatory subunit 14 (Homo sapiens), O00487; human 26S proteasome, Ub4-pepOG fluorescence polarization; 20S core pre-blocked with epoxomicin; AID 588493, 2011; calls only at 20 µM;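 active = inhibition at 20 µM, scaled to each plate's controls, above about 33%, limit read from the data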
SUMO1-SIM PPI – modulators of SUMO1 protein-protein interactions, primary screen, biochemical, uHTS. SUMO1 binding to a labelled peptide, TR-FRET, 1 h. inhibition, % at 20 µM. 360,000 compounds, 0.33% hits; in the data active = inhibition above about 37%
Target sequence (P63165 whole entry, looked up): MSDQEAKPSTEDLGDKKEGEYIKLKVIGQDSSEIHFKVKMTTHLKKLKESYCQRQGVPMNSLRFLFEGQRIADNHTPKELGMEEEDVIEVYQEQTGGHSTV
CSN deneddyl inh – inhibitors of CSN-mediated cullin deneddylation, primary screen, biochemical, fluorescence polarization, uHTS; COP9 signalosome complex subunit 5 (Homo sapiens), Q92905; Purified CSN, SCF-Nedd8-OG deneddylation; inhibition, % at 12.5 µM; 360,000 compounds, 0.38% hits; AID 651999, 2013;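 active = pattern-corrected inhibition above about 35%, with an unprinted fluorescence ratio check between 0.5 and 1.5, limit read from the data, passing the limit was not always enough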;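 note: 0% = enzyme with substrate and 100% = substrate without enzyme; some results filed as inactive read as strong as hits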
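Schedule: reaction 90 min, room temperature / Assay system: HEK293T-derived human Csn5 enzyme / Input: Csn5 at 0.24 nM final / Measure: inhibition of Csn5 cleavage, % / Control set: substrate-only high control, full reaction low control / Technique: fluorescence polarization of the substrate / Buffer or medium: Tris/NaCl/DTT buffer, pH 7.5 / Reagent: SCFSkp2-Nedd8OG substrate at 10 nM final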
NadD block – inhibitors of S. aureus NadD, primary screen, biochemical, colorimetric, uHTS | Nicotinate-nucleotide adenylyltransferase NadD (Staphylococcus aureus N315) | purified NadD enzyme, colorimetric absorbance read-out | inhibition, % at 20 µM | 360,000 compounds, 0.78% hits | AID 602399, 2012; in the data active = inhibition above about 26%; note: some compounds past the cut are filed as inactive
STEP inh – STEP phosphatase inhibitors, primary screen, biochemical, fluorescence intensity, uHTS | Tyrosine-protein phosphatase non-receptor type 5 (Homo sapiens), P54829 | recombinant STEP, OMFP fluorogenic substrate | inhibition, % at 20 µM | 360,000 compounds, 0.25% hits | AID 588621, 2011;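 active = inhibition at 20 µM, scaled per plate between control wells, above about 37%, limit read from the data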;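 note: 0% = DMSO with enzyme and substrate and 100% = substrate only without enzyme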
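System: STEP phosphatase, cell-free reaction; Buffer or medium: Bis-Tris pH 6.0 buffer with DTT, detergent; Incubation: 20 min at room temperature, dark; Measured by: fluorescence, 480/540 nm.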
LMPTP block – LMPTP phosphatase inhibitors, primary screen, biochemical, fluorescence intensity, uHTS; Low molecular weight phosphotyrosine protein phosphatase (Homo sapiens), P24666; recombinant LMPTP-A, OMFP fluorogenic substrate; inhibition, % at 20 µM; 360,000 compounds, 0.22% hits; AID 651560, 2012;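 active = compounds that cut the enzyme signal by at least half of the control window in the single-dose screen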;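 note: plate controls were DMSO wells with enzyme plus substrate for no effect and substrate without enzyme for full effect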
Target sequence (P24666 whole entry, looked up): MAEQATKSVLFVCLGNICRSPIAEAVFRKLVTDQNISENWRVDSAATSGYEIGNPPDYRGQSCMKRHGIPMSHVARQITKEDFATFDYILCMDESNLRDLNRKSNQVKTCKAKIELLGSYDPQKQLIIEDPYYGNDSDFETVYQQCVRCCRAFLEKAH
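Test system: LMPTP-A, protein tyrosine phosphatase of low molecular weight; Input: 0.625 nM enzyme; Incubation: 50 min dark incubation at room temperature; Signal: endpoint fluorescence intensity from OMFP dephosphorylation; Read-out basis: % inhibition versus control wells.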
Starred values were filed as active, the others as inactive; i = inactive; . = no result given. Random draw from the library; 3.8% or so of the library scored in one or more.

1	COc1ccc(C(=O)C2CCCN(C(=O)c3ccc4nccnc4c3)C2)c(C)c1 (stereo not drawn)
2	C#CCOc1ccc(CNC[C@H]2O[C@@H](n3cnc4c(N)ncnc43)[C@H](O)[C@@H]2O)cc1
3	O=C1c2ccccc2C(O)N1Cc1ccccc1 (stereo not drawn)
4	COc1ccccc1NC(CC(=O)c1ccccc1)C(=O)OCC(=O)c1ccc(F)cc1 (stereo not drawn)
5	O=c1cnn(Cc2c(Cl)cccc2Cl)c2ccccc12
6	O=C(Nc1ccc(-c2csc(Nc3ccc(Cl)cc3)n2)cc1)c1ccccc1
assay / compound	1	2	3	4	5	6
Scp1 inh	-1	-2	-9	-12	4	2
DNMT1 inh	1	5	-2	-2	1	-33
Neddylation inh	i	i	i	i	i	i
Rin1-Abl PPI inh	0	-1	-1	-1	1	1
Rpn11 block	i	i	i	i	i	i
SUMO1-SIM PPI	0	5	0	-2	-28	4
CSN deneddyl inh	2	-6	3	-10	0	0
NadD block	1	0	-2	-10	-4	11
STEP inh	-4	0	-3	0	0	1
LMPTP block	1.3	0.1	-0.8	1.9	-0.8	1.6

A few values from the entries so far.
SUMO1-SIM PPI with cpd 4 → -2
SUMO1-SIM PPI with cpd 1 → 0
DNMT1 inh with cpd 2 → 5
LMPTP block with cpd 5 → -0.8

Further structures.
7	Cc1cc(C)cc(NC(=O)Nc2ccc(N3CCCCC3)cc2)c1
8	CCN(CC(=O)NCc1ccc(F)cc1)C(=O)c1cccc(S(=O)(=O)N(C)c2ccc(OC)cc2)c1
9	O=C(NCc1ccccc1)C(=O)c1cn(CC(=O)N2CCOCC2)c2ccccc12
10	CN(CC(=O)N1CC=C(c2ccccc2)CC1)S(=O)(=O)c1ccc2c(c1)c(=O)n(C)c(=O)n2C
11	COc1ccc(CCN(Cc2nc3ccccc3c(=O)[nH]2)C(=O)c2ccco2)cc1
12	Cc1ccc(CS(=O)(=O)Cc2ccc(C(=O)NCCCN3CC(C)CC(C)C3)o2)cc1 (stereo not drawn)
assay / compound	7	8	9	10	11	12
Scp1 inh	-10	-7	0	3	9	3
DNMT1 inh	-7	-2	-1	-4	1	6
Neddylation inh	i	i	i	i	i	i
Rin1-Abl PPI inh	-3	0	2	2	3	4
Rpn11 block	i	i	i	i	i	i
SUMO1-SIM PPI	23	4	-9	2	-3	-2
CSN deneddyl inh	0	-3	-3	0	1	2
NadD block	1	0	6	6	1	-2
STEP inh	1	-3	-3	-2	0	-2
LMPTP block	-3.6	0.9	0.3	-0.7	-0.8	-1.4

13	O=C(Nc1ccccc1Cl)C1CCCN(S(=O)(=O)c2ccc(F)cc2)C1 (stereo not drawn)
14	CSc1ccc(-c2cc3c(c4c2ccn4C)C2CCC3C2)cc1 (stereo not drawn)
15	Cc1cc2cc(CN3C(=O)c4ccccc4C3=O)ccc2[nH]1
16	CCN(CC)CCNC(=S)Nc1ccc2nc(N3CCOCC3)cc(C)c2c1
17	Cc1cccc(OCC(=O)Nc2ccc3c(c2)nc(CN2CCCCC2)n3C)c1
18	COc1ccc(NC(=O)C2(C)Cc3c(-c4cccc(C(N)=O)c4)ccnc3O2)cc1OC (stereo not drawn)
assay / compound	13	14	15	16	17	18
Scp1 inh	-5	.	-11	8	0	.
DNMT1 inh	0	8	-16	2	-3	-4
Neddylation inh	i	i	i	i	i	i
Rin1-Abl PPI inh	0	-2	3	-1	-4	5
Rpn11 block	i	i	i	i	i	i
SUMO1-SIM PPI	7	-12	-1	-2	2	5
CSN deneddyl inh	-2	0	9	-1	4	-4
NadD block	-4	-5	-1	1	8	1
STEP inh	-11	2	-1	19	-2	0
LMPTP block	-0.1	4.8	0.8	8.1	1.0	-0.2

19	CN1CCN(C2=NCCO2)CC1
20	C(=C\c1ccccc1)/CN1CCN(C(c2ccccc2)c2nnnn2C2CCCCC2)CC1 (stereo not drawn)
21	CCOc1ccccc1C(=O)NCC(=O)NCCc1ccc(S(N)(=O)=O)cc1
22	CC(NC(=O)CCc1nnc(-c2ccc(-c3ccccc3)cc2)o1)c1nccs1 (stereo not drawn)
23	N#C/C(=C\c1c(F)cccc1Cl)S(=O)(=O)c1ccccn1
24	Cc1cc(C)nc(NN=C(c2ccccc2)c2ccccc2)n1
assay / compound	19	20	21	22	23	24
Scp1 inh	-7	.	0	-6	-1	-8
DNMT1 inh	1	-12	0	-2	5	1
Neddylation inh	i	i	i	i	i	i
Rin1-Abl PPI inh	0	4	0	-4	-2	0
Rpn11 block	i	i	i	i	i	i
SUMO1-SIM PPI	-2	0	-5	1	1	0
CSN deneddyl inh	2	3	2	-3	1	1
NadD block	-4	7	-11	-1	-4	-1
STEP inh	2	0	0	2	-4	-3
LMPTP block	-8.9	-0.7	-0.1	-1.4	-0.9	0.4

25	COc1ccc(S(=O)(=O)N2CCOCC2)cc1NC(=O)c1ccccc1C
26	COc1ccc(C)cc1NC(=O)CCCN1C(=O)C(c2ccccc2)Oc2cccnc21 (stereo not drawn)
27	O=C(Nc1ccc(C(=O)N2CCCCC2)cc1)C1CCCC1
28	CCOC(=O)C1CCN(C(=O)COc2ccc(S(=O)(=O)N3CCOCC3)cc2C)CC1
29	CC(=O)c1c(C)n(-c2ccccc2)c2ccc(OCC(O)CN3CCOCC3)cc12 (stereo not drawn)
30	O=C(Nc1nc2ccccc2s1)c1ccc([N+](=O)[O-])o1
assay / compound	25	26	27	28	29	30
Scp1 inh	-7	-5	0	-5	7	-10
DNMT1 inh	2	2	3	0	2	3
Neddylation inh	i	i	i	i	i	i
Rin1-Abl PPI inh	3	-1	-3	2	-1	-2
Rpn11 block	i	i	i	i	i	i
SUMO1-SIM PPI	7	2	5	-4	0	-13
CSN deneddyl inh	-4	-4	-5	-4	1	6
NadD block	-2	-7	6	1	0	-4
STEP inh	1	0	-1	-1	2	-1
LMPTP block	-0.7	0.5	-1.4	-0.5	0.2	-0.6

31	O=S(=O)(c1ccc(Br)s1)N1CCC2(CC1)OCCO2
32	CC(=O)N1c2cc3ccccc3cc2N(C(C)=O)c2cc3ccccc3cc21
33	CCOC(=O)C1=C(CS(=O)(=O)c2ccc(C)cc2)NC(=O)NC1c1ccc(O)c(OC)c1 (stereo not drawn)
34	ClC(Cl)(c1nnnn1-c1ccccc1)c1nnnn1-c1ccccc1
35	O=C(COC(=O)c1cc(-c2ccccc2)nc2ccccc12)NCC1CCCO1 (stereo not drawn)
36	C/C=C(/C)C(=O)Nc1cccc(C2=NOC3(C2)C[C@H](C(N)=O)N(C(=O)COc2ccc(Cl)cc2)C3)c1 (stereo partly drawn)
assay / compound	31	32	33	34	35	36
Scp1 inh	-4	-5	-7	-12	-9	-6
DNMT1 inh	2	-4	-1	2	1	-6
Neddylation inh	i	i	i	i	i	i
Rin1-Abl PPI inh	-2	4	-6	4	1	-2
Rpn11 block	i	i	i	i	i	i
SUMO1-SIM PPI	1	0	-1	1	2	4
CSN deneddyl inh	0	-6	-3	15	0	-3
NadD block	-11	2	0	4	-7	16
STEP inh	0	0	-2	-3	2	0
LMPTP block	-0.8	1.9	-1.2	-1.6	-1.7	-0.4

Rewritten with values under each structure: entries from further up
Sequence of screens: Scp1 inh, DNMT1 inh, Neddylation inh, Rin1-Abl PPI inh, Rpn11 block, SUMO1-SIM PPI, CSN deneddyl inh, NadD block, STEP inh, LMPTP block
32) CC(=O)N1c2cc3ccccc3cc2N(C(C)=O)c2cc3ccccc3cc21
    -5, -4, i, 4, i, 0, -6, 2, 0, 1.9
33) CCOC(=O)C1=C(CS(=O)(=O)c2ccc(C)cc2)NC(=O)NC1c1ccc(O)c(OC)c1 (stereo not drawn)
    -7, -1, i, -6, i, -1, -3, 0, -2, -1.2
34) ClC(Cl)(c1nnnn1-c1ccccc1)c1nnnn1-c1ccccc1
    -12, 2, i, 4, i, 1, 15, 4, -3, -1.6
35) O=C(COC(=O)c1cc(-c2ccccc2)nc2ccccc12)NCC1CCCO1 (stereo not drawn)
    -9, 1, i, 1, i, 2, 0, -7, 2, -1.7

Carrying on:
37	CC(=O)C1=C(O)C(=O)N(c2ccc(O)cc2)C1c1ccccc1[N+](=O)[O-] (stereo not drawn)
38	O=C(NCc1ccc2c(c1)OCO2)c1cc(-c2ccncc2)nc2ccccc12
39	COCCNC(=S)NC(=O)c1ccc(C(C)(C)C)cc1
40	O=C(CSc1cccc[n+]1[O-])Nc1cc(Cl)ccc1[N+](=O)[O-]
41	COC(=O)c1ccccc1NC(=O)NN1CCN(C)CC1
42	CCOC(=O)c1ccccc1NC(=O)c1cc(S(=O)(=O)N2CCOCC2)ccc1F
43	Cc1cc(NC(=O)CCC(=O)N(c2ccc(F)cc2)C(C(=O)NC2CCCC2)c2ccccc2)no1 (stereo not drawn)
assay / compound	37	38	39	40	41	42	43
Scp1 inh	-6	-9	-8	-10	-8	-7	-2
DNMT1 inh	-4	2	-2	-1	0	-1	0
Neddylation inh	i	i	i	i	i	i	i
Rin1-Abl PPI inh	0	.	-2	0	-1	1	6
Rpn11 block	i	i	i	i	i	i	i
SUMO1-SIM PPI	-17	-24	-3	-34	2	0	-1
CSN deneddyl inh	-7	-1	1	4	0	3	0
NadD block	4	-2	-8	-1	1	-1	-3
STEP inh	1	2	1	-1	1	0	-1
LMPTP block	0.7	1.9	1.3	-2.7	-0.5	0.5	-0.2

High-throughput results (PubChem)
